Compound activity deposited in PubChem by several laboratories.
MEX-5 binding: C. elegans MEX-5 TCR-2 RNA binding activity; Q9XUB2; MEX-5/FITC-TCR2 RNA binding, fluorescence polarization; active compounds read low; activity score (negative = inhibition of binding), % at 10 µM; 300,000 compounds, 0.38% hits;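 active = inhibition past about -25% in most replicates, and total fluorescence under double the plate's negative control median, limit read from the data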;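 note: 0% = DMSO and -100% = 5 µM competing unlabeled TCR2 RNA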
Target sequence (Q9XUB2 whole entry, looked up): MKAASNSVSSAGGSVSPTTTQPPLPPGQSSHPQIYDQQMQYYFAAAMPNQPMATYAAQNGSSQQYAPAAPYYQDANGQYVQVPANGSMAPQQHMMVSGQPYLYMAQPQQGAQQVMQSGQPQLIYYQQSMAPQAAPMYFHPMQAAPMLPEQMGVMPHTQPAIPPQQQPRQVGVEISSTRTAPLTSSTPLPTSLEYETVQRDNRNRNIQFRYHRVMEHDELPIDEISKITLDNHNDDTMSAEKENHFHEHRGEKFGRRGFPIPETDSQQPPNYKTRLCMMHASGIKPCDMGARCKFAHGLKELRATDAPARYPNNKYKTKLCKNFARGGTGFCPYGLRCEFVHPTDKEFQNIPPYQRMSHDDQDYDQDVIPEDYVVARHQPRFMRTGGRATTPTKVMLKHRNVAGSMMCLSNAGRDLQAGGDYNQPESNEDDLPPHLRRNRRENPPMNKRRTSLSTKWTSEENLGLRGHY
PAD4 FP inh: blocks human protein arginine deiminase 4 | Q9UM07 | recombinant PAD4, RCA probe fluorescence polarization | inhibition, % at 6.36 µM | 330,000 compounds, 0.41% hits | AID 485272;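 active = percent inhibition above a cutoff equal to the mean of all tested compounds plus 3 SD, cut at about 15% in these data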;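 note: 0% = PAD4 with RCA probe and DMSO and 100% = probe without PAD4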
MCL1-BIM inh: disrupts human MCL1 binding to BIM-BH3 peptide | Q07820 | GST-MCL1 / FITC-Bim-BH3 fluorescence polarization | inhibition, % at 10.9 µM | 320,000 compounds, 0.68% hits;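 active = inhibition above the mean inhibition of all tested compounds plus 3 SD, set per campaign, cut at about 40% in these data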;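 note: 0% = DMSO wells and 100% = unlabeled Bim-BH3 peptide control; higher means more loss of mP so more displacement of Bim peptide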
GSTO1 counter: counter-screen for RBBP9 inhibitors: inhibitors of human GSTO1; inhibition, % at 5.96 µM; P78417; 300,000 compounds, 1.1% hits; recombinant GSTO1, activity-based probe fluorescence polarization;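 active = inhibition above the campaign mean inhibition plus 3 SD, cut at about 35% in these data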;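 note: 0% = GSTO1-1 with DMSO and 100% = wells lacking GSTO1-1 enzyme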
Target sequence (P78417 whole entry, looked up): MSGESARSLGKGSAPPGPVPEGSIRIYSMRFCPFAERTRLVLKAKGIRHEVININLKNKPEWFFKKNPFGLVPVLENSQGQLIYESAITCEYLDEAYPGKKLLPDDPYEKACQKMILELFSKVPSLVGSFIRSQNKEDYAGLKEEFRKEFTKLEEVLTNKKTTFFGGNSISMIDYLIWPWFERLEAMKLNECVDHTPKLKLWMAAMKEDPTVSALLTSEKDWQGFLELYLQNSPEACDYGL
GLD-1 TGE inh: GLD-1-TGE RNA interaction inhibition (C. elegans); inhibition, % at 5.96 µM; 320,000 compounds, 0.44% hits; Q17339; purified GLD-1 + fluorescein TGE RNA, fluorescence polarization;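 active = percent inhibition above a per-plate cutoff, the plate mean of test compounds plus 3 SD, cut at about 30% in these data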;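 note: 0% = DMSO wells with GLD-1 and probe and 100% = wells lacking GLD-1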
TPT1 inhibitor: blocks Candida albicans tRNA 2'-phosphotransferase. recombinant caTPT1, FP RNA substrate dephosphorylation. 300,000 compounds, 0.81% hits. inhibition, % at 5 µM;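 active = inhibition above the mean of all tested compounds plus 3 SD, set per screening campaign, cut at about 24% in these data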;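 note: plate controls were DMSO alone for no effect and ferristatin control at 100 nM for full effect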
Fam108B counter: Fam108B inhibition, counter-screen for RBBP9 inhibitors. recombinant Fam108B, FP-Rh probe fluorescence polarization. 300,000 compounds, 0.33% hits. AID 1947. inhibition, % at 9.51 µM;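 active = inhibition above the screen mean inhibition plus 3 SD, computed separately per campaign, cut at about 18% in these data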;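 note: inhibitors lower polarization as less probe binds the enzyme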
BCLXL inh: inhibitors of human Bcl-xL; Q07817; GST-Bcl-xL / FITC-Bim BH3 peptide fluorescence polarization; inhibition, % at 10.9 µM; 320,000 compounds, 0.7% hits; AID 2129;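 active = inhibition above the mean of all tested compounds plus 3 SD, cutoff set per campaign, cut at about 30% in these data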;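 note: 0% = DMSO wells and 100% = unlabeled Bim-BH3 peptide competitor; inhibitors lower millipolarization by displacing the labeled peptide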
Target sequence (Q07817 whole entry, looked up): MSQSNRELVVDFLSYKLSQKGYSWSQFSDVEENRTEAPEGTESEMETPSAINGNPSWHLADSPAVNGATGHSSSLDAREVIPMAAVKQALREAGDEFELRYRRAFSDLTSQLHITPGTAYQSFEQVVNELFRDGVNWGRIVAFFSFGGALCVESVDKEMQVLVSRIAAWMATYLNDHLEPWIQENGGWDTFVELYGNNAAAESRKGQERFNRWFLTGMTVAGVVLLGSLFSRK
PME-1 inh: PME-1 (human) inhibition | recombinant PME-1, FP-Rh probe fluorescence polarization | inhibition, % at 5.9 µM | 320,000 compounds, 0.53% hits | AID 2130;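 active = inhibition above the campaign mean of all compounds plus 3 SD, cut at about 26% in these data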;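 note: competitive labeling of PME-1 active site by serine hydrolase directed probe; 0% = PME-1 with DMSO and 100% = wells lacking PME-1 enzyme; inhibitors block probe labeling so polarization falls and inhibition rises; many of its hits are not listed in these tables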
The depositor's hits bear a star; / = not tested or not shown. This is a subset, so the mix of outcomes need not match the whole.

Every second line gives: MEX-5 binding, PAD4 FP inh, MCL1-BIM inh, GSTO1 counter, GLD-1 TGE inh, TPT1 inhibitor, Fam108B counter, BCLXL inh, PME-1 inh
- Cc1csc(NC(=O)C(CC(C)C)NS(=O)(=O)c2ccc3c(c2)oc(=O)n3C)n1 (stereo not drawn)
  1.0, 1, -1, 3, 2, 2, -2, -3, -1
- CC(=O)Nc1ccc(S(=O)(=O)NC(CC(=O)NCCCN2CCOCC2)C(C)C)cc1 (stereo not drawn)
  2.8, -2, -3, 10, 6, 0, 1, 0, -5
- O=C1NC(c2ccccc2)(C(F)(F)F)SC2=NCCCN12 (stereo not drawn)
  3.5, 0, 4, -2, 1, -2, -4, 0, -3
- CC1CCCC(C)N1/N=C/c1ccc(C#N)cc1 (stereo not drawn)
  1.3, -3, -6, 10, 5, -2, -2, 6, -6
- Cc1nc(SCC(=O)Nc2ccc(Cl)cc2[N+](=O)[O-])nc(C)c1C
  -0.2, -3, -6, -1, 4, 3, 0, 4, 6
- COCCn1c(SCC(=O)NCc2ccccc2)nnc1-c1ccco1
  1.2, 2, 2, 10, 1, 0, -1, 5, 2
- Cc1ccnc(NS(=O)(=O)c2ccc(-n3cccn3)cc2)c1
  1.5, -2, 3, -2, 9, 1, 0, -2, -9
- CCN1CCN(Cc2ccc(NC(=O)c3cc(NC(=O)C4=NN(c5ccccc5)C(=O)C4)cc(OC)c3)cc2C(F)(F)F)CC1
  0.7, -3, 5, -5, -3, -3, 8, 4, 0
- COc1ccc2c(c1)CCN(C(=O)CCl)C2C1C(=O)CCCC1=O (stereo not drawn)
  -2.6, 1, 4, 40*, 4, 3, 3, 9, 3
- CCC(=O)NC(=S)Nc1cccc(NC(=O)c2ccccc2)c1
  -1.3, -1, 4, -3, -5, -3, 0, 1, -6
- Cc1cc(/C=C(\C#N)C(=O)NCC2CCCO2)c(C)n1-c1ccc(Cl)cc1 (stereo not drawn)
  -1.3, -3, -3, -8, 5, -6, 0, -8, 3
- C=CCNC(=S)N1CCc2[nH]c3ccccc3c2C1
  -0.3, -1, 11, -8, 8, -4, -3, 4, 3
- CC(C)CNC(=O)c1ccc(COc2ccc(Cl)cc2Cl)o1
  -1.8, -1, 2, -3, -3, 0, 3, 3, -4
- Cc1ccnc(NC(=O)/C=C/c2ccccc2[N+](=O)[O-])c1
  -0.7, 2, 8, 2, -4, -2, 2, 8, 2
- O=C(CCC1CCCN(Cc2ccc3c(c2)OCCO3)C1)NCc1ccc(F)c(F)c1 (stereo not drawn)
  2.2, 1, 1, 6, 8, 1, 3, -3, 1

(cont.)
Every second line gives: MEX-5 binding, PAD4 FP inh, MCL1-BIM inh, GSTO1 counter, GLD-1 TGE inh, TPT1 inhibitor, Fam108B counter, BCLXL inh, PME-1 inh
- CCN(CC(=O)Nc1ccc(NC(C)=O)cc1)c1ccc(C(F)(F)F)cn1
  1.8, -1, 3, 2, -8, 3, -1, -3, 7
- Cn1c(=O)[nH]c2nnc(-c3ccc(Cl)c(Cl)c3)nc2c1=O
  0.7, -2, 4, 2, 7, 0, 6, 6, 14
- COc1cccc(-c2cc3nc4c(c(N5CCC6(CC5)OCCO6)n3n2)CCC4)c1
  -2.6, 0, 2, 14, -4, 0, -1, 4, 1
- CCN(CC(=O)Nc1cc(Cl)ccc1C)C(=O)C1CC1
  /, -2, -15, /, -1, /, /, -5, -4
- COc1ccccc1-c1cc(C(=O)N/N=C/c2cccs2)c2ccccc2n1
  0.7, -1, 11, -10, 8, -1, 2, 6, -4
- CCn1cc(SCC(=O)N2CCc3ccccc32)c2ccccc21
  -0.3, -6, -2, -1, 4, -2, 3, 2, -1
- CCCCn1c2nc3ccccc3nc2c2c(=O)n(C(C)CC)cnc21 (stereo not drawn)
  -5.7, 1, -2, 5, -1, -4, 2, 3, -2
- C/C(=N\Nc1ccccc1[N+](=O)[O-])c1ccc(N2CCOCC2)cc1
  -1.1, -3, -2, 6, 0, -2, 7, 4, 5
- CN(C)S(=O)(=O)c1cccc(NC(=O)CSc2cccc3cccnc23)c1
  -1.0, 3, 0, 8, -1, -3, 4, 7, 20
- Cc1ccc(CC2S/C(=N/c3ccccn3)NC2=O)cc1 (stereo not drawn)
  0.6, 7, 6, 5, 5, -3, 0, 4, 4
- CNC(=S)N(CCCO)Cc1cc2cc3c(cc2[nH]c1=O)OCO3
  -0.6, -4, 8, 0, 3, -3, 2, 4, -4
- CC(C)Cc1nc(SCc2cccnc2)c2c(=O)n(C)c(=O)n(C)c2n1
  3.4, -1, 2, -1, 4, 0, 3, 3, 7
- CCN(CC)S(=O)(=O)c1ccc(N2CCOCC2)c(NC(=O)CC(C)(C)C)c1
  -0.4, 3, 9, -10, 6, -3, -1, 6, 5
- O=C(Cn1cnc2ccccc2c1=O)NCc1ccco1
  0.4, -2, 3, 5, 4, -1, 1, 1, -5
- N#Cc1cc(C(=O)c2cc(Br)ccc2O)cn(C2CCCCC2)c1=O
  -0.9, -5, -17, 3, 1, 7, -4, -2, -1

Later entries
Every second line gives: MEX-5 binding, PAD4 FP inh, MCL1-BIM inh, GSTO1 counter, GLD-1 TGE inh, TPT1 inhibitor, Fam108B counter, BCLXL inh, PME-1 inh
- COc1cccc(C(=O)Cn2c(NCCCO)nc3ccccc32)c1
  1.1, -2, -2, 5, 0, -4, 0, -1, -5
- O=C(O)C1CCCCC1C(=O)Nc1nc(-c2cccs2)cs1 (stereo not drawn)
  -0.7, -2, 12, -10, 15, 0, 2, 8, -1
- O=C(CS(=O)(=O)c1ccccc1)Nc1ncc([N+](=O)[O-])s1
  -1.0, -6, 7, 11, 9, -5, 3, 5, -1
- Cc1c(-c2nc(-c3ccc(C(C)(C)C)cc3)no2)n(C)oc1=O
  -4.2, 0, -1, 0, 0, -2, 2, 0, -2
- Cc1ccc(C)c(N2CN(Cc3ccco3)CNC2=S)c1
  0.9, -2, 6, 5, -6, -1, 3, 0, 1
- COc1ccccc1OCCCC(=O)NCc1ccco1
  0.7, 1, -3, 1, 1, 2, -5, 0, -3
- Cc1ccc(-c2nnc(OCC3CCCO3)c3ccccc23)cc1 (stereo not drawn)
  -2.1, 0, 3, -3, -2, 0, 0, 1, 0
- O=S(=O)(Cc1ccccc1)N1CCN(c2ccccc2)CC1
  0.0, 3, 10, 2, 0, 2, -8, 3, -7
- CCOC(=O)C1(CCOc2ccccc2)CCN(Cc2cccc3nonc23)CC1
  -1.7, -1, 6, 2, -3, 2, 4, 9, -2
- Cc1ccc(C(=O)OCC(=O)N(C)c2ccccc2)c(C)c1
  3.3, 2, 8, -2, 8, -4, 3, 0, 1
- COc1ccc(NC(=O)N2CCCC2C(=O)Nc2ccccc2)cc1 (stereo not drawn)
  -0.8, 4, 1, 0, -2, -4, 1, 8, 2
- CCOc1ccc(/C=C2\SC(=S)N(NS(=O)(=O)c3ccccc3)C2=O)cc1OC
  -3.1, -1, 4, 17, -6, 2, -1, 7, -44
- COc1ccc(SCc2noc(C(=O)NCC3CCCO3)c2C(=O)O)cc1 (stereo not drawn)
  2.0, -1, -1, -6, 0, -3, 1, 3, -1
- CC(C)NC(=O)COC(=O)c1ccc(Cl)c(S(N)(=O)=O)c1
  -2.8, -2, -8, 2, 7, 3, -1, 2, 1
- COc1ccc(Cc2nnc(NC(=O)c3cccs3)s2)cc1
  -2.2, -4, 3, -14, -1, -1, -2, 0, -2

Later entries
Every second line gives: MEX-5 binding, PAD4 FP inh, MCL1-BIM inh, GSTO1 counter, GLD-1 TGE inh, TPT1 inhibitor, Fam108B counter, BCLXL inh, PME-1 inh
- CCn1cc(Cl)c(C(=O)Nc2ccc(OC)c(OC)c2)n1
  -0.9, -2, -4, 7, 4, -1, -2, -1, 2
- COc1ccc(N2C(=O)CC(Sc3nc(C)cc(C)c3C#N)C2=O)cc1 (stereo not drawn)
  1.1, -6, 4, 1, 1, 6, 7, -2, -2
- CC1CCN(C(=O)c2cc(N3C(=O)C4C5CCC(C5)C4C3=O)ccc2Cl)CC1 (stereo not drawn)
  1.2, 0, 4, 4, 3, 1, 1, 1, 0
- CCOC(=O)C1=C(COC(=O)CCc2ccc(F)cc2)NC(=O)NC1C (stereo not drawn)
  /, -1, 1, /, 3, /, /, 3, 15
- Cn1c(=O)c(C(=O)c2ccccc2)c(O)c2ccccc21
  0.2, 5, 7, 1, 1, 0, -4, 2, -4
- CCCS(=O)(=O)c1nc(S(=O)(=O)c2ccc(C)cc2)c(NCCCn2ccnc2)s1
  3.0, -3, 1, 3, 1, 2, -1, -1, -4
- COc1cccc(NC(=O)CN(C)C(=O)/C=C/c2cc(OC)ccc2OC)c1
  2.2, 2, -13, 5, 0, 2, -5, -2, -3
- CCOc1ccc(-c2cc(CCCC(=O)Nc3cc(OC)ccc3OC)no2)cc1
  -0.9, 4, 4, 0, 1, 2, 5, 2, 6
- Cc1cc(NC(=O)COC(=O)C2COc3ccccc3O2)no1 (stereo not drawn)
  -0.4, -4, 0, -1, 3, 1, -2, 4, 0
- Cc1c(NC(=O)c2ccc(Br)s2)c(=O)n(-c2ccccc2)n1C
  0.3, -2, 7, 9, 8, 0, 0, 6, -2
- CCOC(=O)c1c(C)[nH]c(C(=O)CSc2nc(C)cc(C)n2)c1C
  -0.9, 6, 5, 9, 2, 3, -7, 3, -5
- COc1ccc(Nc2ccc(S(=O)(=O)N3CCCCCC3)cc2[N+](=O)[O-])cc1
  4.2, -2, 2, -2, 0, -3, 9, 5, 8
- COc1ccc(CC2(CO)CCN(S(=O)(=O)c3cccc4cccnc34)CC2)cc1
  3.1, 4, -9, 1, 5, -1, -3, 2, 11
- CC(C)C(C)(C#N)NC(=O)CN1C(=O)NC2(CCCc3ccccc32)C1=O (stereo not drawn)
  0.2, -3, -1, 9, -2, -1, -1, -6, 7
- COc1cc(C(=O)NNc2nc3cc4c(cc3s2)OCO4)cc(OC)c1OC
  -1.1, -1, -13, -4, 3, 2, 0, -18, -3

Next structures follow:
Every second line gives: MEX-5 binding, PAD4 FP inh, MCL1-BIM inh, GSTO1 counter, GLD-1 TGE inh, TPT1 inhibitor, Fam108B counter, BCLXL inh, PME-1 inh
- COc1ccc(OC)c(Nc2c3ccccc3nc3ccccc23)c1
  2.1, 0, 1, -6, -16, -3, 5, -2, -19
- CCOC(=O)N1CCN(S(=O)(=O)N2CCCC(C(=O)NCCCN3CC(C)CC(C)C3)C2)CC1 (stereo not drawn)
  -0.7, -1, 1, 3, 7, -3, -1, 4, -9
- CCOc1cc(CNCc2ccccn2)cc(Cl)c1OCC
  0.7, -3, 9, 2, 2, 4, -4, 6, 0
- O=C(O)c1ccccc1/C=N/NC(=S)NC1CCCCC1
  1.1, 0, -1, 4, 0, -2, -3, 1, 0
- CC(C)n1nc(C(=O)NC2CCCCCC2)c2ccccc2c1=O
  /, 2, 0, /, 4, /, /, -3, -6
